# High-throughput results as filed in PubChem.
# D2 antag = antagonizes the human D2 dopamine receptor; P14416; HEK293 TREx D2 cells, calcium flux, dopamine EC80; inhibition, % at 10 µM; hit rate 2% among 340,000; AID 485344; in the data active means inhibition above about 30%; further: 0% is about no effect
#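 Read-out: kinetic calcium fluorescence (1 cycle/s) in inducible HEK293 T-REx D2 cells after an EC80 dopamine addition that followed 180 s compound preincubation. Loss of the dopamine response indicates antagonism.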
# USP1-UAF1 inh = blocks the human USP1/UAF1 deubiquitinase complex; O94782; recombinant USP1/UAF1, Ub-Rhodamine cleavage fluorescence; Potency, µM (doses to about 57.1 µM), for the others: top-dose activity change, negative = inhibition, usual class: inhibitors; hit rate 0.23% among 390,000; AID 743255; further: potency means the concentration at half of the fitted maximal effect; on the % scale 0 is the no-effect control and ±100 the full control effect; nearly all actives have a fitted effect of over 60% in size; inactives centre near -12
#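 USP1/UAF1 complex (1 nM) preincubated 15 min at room temperature with compound, then Ub-Rho substrate (150 nM final) added. Kinetic fluorescence at 480/540 nm over 6 reads at 60 s intervals; 50 mM HEPES pH 7.8, 0.5 mM EDTA, 0.1 mg/ml BSA, 1 mM TCEP, 0.01% Tween-20.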
# TRHR ag = TRH receptor (human) agonism; activation, % at 2 µM; hit rate 0.18% among 360,000; P34981; TRHR cells, calcium flux fluo-8, FDSS agonist mode; in the data active means activation above about 30%; further: 0% is about no effect
# Target sequence (P34981 whole entry, looked up): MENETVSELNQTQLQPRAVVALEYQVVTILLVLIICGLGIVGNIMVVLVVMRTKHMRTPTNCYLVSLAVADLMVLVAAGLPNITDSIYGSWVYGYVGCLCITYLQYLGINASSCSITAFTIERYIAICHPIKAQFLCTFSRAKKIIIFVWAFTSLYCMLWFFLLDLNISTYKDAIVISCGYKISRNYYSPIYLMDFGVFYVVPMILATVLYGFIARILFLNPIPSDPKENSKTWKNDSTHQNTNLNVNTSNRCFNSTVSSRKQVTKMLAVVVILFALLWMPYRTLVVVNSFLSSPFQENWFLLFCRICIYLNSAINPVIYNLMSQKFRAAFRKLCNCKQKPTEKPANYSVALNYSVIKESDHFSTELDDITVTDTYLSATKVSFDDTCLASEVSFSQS
#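 In this calcium-flux screen, cells bearing human TRHR are dye-loaded with fluo-8, baselined for 10 cycles, then exposed to library compounds; positive kinetic calcium responses during the agonist phase mark hits, with TRH as control.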
# TRHR enhancer = allosteric enhancers of human TRH receptor. TRHR cells, fluo-8 calcium fluorescence, EC20 TRH enhancement. hit rate 0.66% among 360,000. P34981. enhancement, % at 2 µM; in the data active means enhancement above about 30%; further: 0% is about no effect
#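 TRHR-expressing cells loaded with fluo-8 calcium dye were read kinetically (ex 480/em 530) during compound addition, then stimulated with an EC20 of TRH (10 nM final). Enhancement of the Gq-mediated intracellular calcium response was scored.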
# TrxR1 substrate = rat thioredoxin reductase 1 substrate activity; O89049; AID 588456; Potency, µM (doses to about 114 µM), for inactives: at the top dose activity change, negative = substrate turnover; purified TrxR1 substrate turnover, NADPH consumption readout; hit rate 0.01% among 390,000; further: potency means the concentration at half of the fitted maximal effect; on the % scale 0 is the no-effect control and ±100 the full control effect; nearly all actives have a fitted effect of over 50% in size
#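 Rat TrxR1, dispensed at 90 nM, was prereduced with 400 uM NADPH (final) for 5 min at ~22 deg C, then incubated with compound 15 min before 400 uM selenite. A first-read NADPH fluorescence drop versus no-compound background flagged substrates.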
# D2 ag = D2 dopamine receptor (human) agonism. hit rate 0.53% among 340,000. activation, % at 2 µM. AID 485358. P14416. HEK293 T-REx D2 cells, calcium flux agonist mode;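 active means activation over 3 SD above normal in the single-dose calcium agonist read, cut at about 30% in these data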; further: 0% is about no effect
#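 Tetracycline-induced HEK293 T-REx cells with force-coupled D2 receptor, plated overnight at 30 C, loaded with no-wash calcium dye. After a 10 s baseline, compound was pin-added and calcium flux read kinetically for 180 s; calcium rises flagged agonists.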
# mIDH1 inhibitor = blocks human mutant IDH1 R132H enzyme | Potency, µM (highest dose often 76.6 µM), for the others: at the highest dose activity change, negative = inhibition, usual class: inhibitors | hit rate 0.093% among 390,000 | O75874 | IDH1-R132H enzyme, NADPH consumption, diaphorase/resazurin fluorescence; further: potency means the concentration at half of the fitted maximal effect; on the % scale 0 is the no-effect control and ±100 the full control effect; nearly all actives have a fitted effect of over 65% in size
#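 IDH1-R132H (0.5 ug/mL dispensed) in pH 7.5 Tris buffer was preincubated 30 min with compound, then given a substrate mix of 0.016 mM NADPH and 2 mM alpha-KG for 80 min at room temperature; remaining NADPH was read by diaphorase/resazurin fluorescence.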
# PI4K2A inh = PI4K2A (human) kinase inhibition; Q9BTU6; purified PI4K2A, ADP-Glo luminescence, 1 h; hits give low values; activity change, negative = inhibition, % at 76.9 µM; hit rate 0.13% among 420,000; AID 1346378; in the data active means activity change below about -50%; inconclusive means mostly about -30% to -49%;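 further: -100% = wells without enzyme as full effect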
# Target sequence (Q9BTU6 whole entry, looked up): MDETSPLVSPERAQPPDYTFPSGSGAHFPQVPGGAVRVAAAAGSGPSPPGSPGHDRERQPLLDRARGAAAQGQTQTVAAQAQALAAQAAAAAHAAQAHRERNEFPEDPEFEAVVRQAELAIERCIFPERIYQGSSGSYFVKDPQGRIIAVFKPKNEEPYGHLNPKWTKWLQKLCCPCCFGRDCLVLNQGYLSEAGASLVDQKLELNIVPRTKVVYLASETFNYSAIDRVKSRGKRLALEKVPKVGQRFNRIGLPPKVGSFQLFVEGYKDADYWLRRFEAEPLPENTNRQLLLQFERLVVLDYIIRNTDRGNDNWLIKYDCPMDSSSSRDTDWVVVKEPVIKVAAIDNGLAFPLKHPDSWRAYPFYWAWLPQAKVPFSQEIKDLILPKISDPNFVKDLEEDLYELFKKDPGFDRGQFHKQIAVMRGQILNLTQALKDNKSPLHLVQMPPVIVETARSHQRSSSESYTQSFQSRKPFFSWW
#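 ADP-Glo luminescence measured ADP generated by PI4K2A enzyme (4 ug/mL before mixing) with 1.2 mM PI substrate (pre-mix) and 300 microM ATP (pre-mix). Tris pH7.5 buffer with MgCl2, Triton X-100; 1 h reaction at ambient temperature.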
# rTrxR1 inhibitor = blocks rat thioredoxin reductase 1; O89049; AID 588453; recombinant rTrxR1, NADPH fluorescence consumption, selenite substrate; Potency, µM (titrated, usually from 114 µM), inactives show at the top dose activity change, negative = inhibition, usual class: inhibitors; hit rate 1% among 390,000; further: potency means the concentration at half of the fitted maximal effect; on the % scale 0 is the no-effect control and ±100 the full control effect; nearly all actives have a fitted effect of over 65% in size
#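 Rat TrxR1 (90 nM in the dispensed reagent) was pre-reduced with 400 uM NADPH for 5 min at room temperature, then incubated with compound for 15 min. After 400 uM selenite was added, NADPH fluorescence (Ex 340/Em 450 nm) was followed for 8 min.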
# The depositor's hits bear a star; ? = inconclusive; . = not tested or not shown; [ ] = remark or other dose. Unless noted, the call rests on the fitted dose curve; in most records, active means well fitted inhibition curve with a large enough effect; inconclusive means small, poorly fitted or top-dose-only effect; inactive means no such curve, though single readings can be large or run the other way. Random draw from the library; 3.9% or so of the library scored in one or more.
# Second line of a record – USP1-UAF1 inh, D2 ag, TRHR ag, mIDH1 inhibitor, rTrxR1 inhibitor, TRHR enhancer, PI4K2A inh, TrxR1 substrate, D2 antag
[1] Cc1ccc2c(Cl)cc(Cl)c(OCC(=O)O)c2n1
    -16%, 0.9, -0.1, -8%, 22%, 11, 1, 34%, -11
[2] COc1ccccc1NC(=O)NC1CCCCCCC1
    -23%, -0.3, -0.4, 3%, 16%, 4, -20, 6%, 2
[3] O=C(O)CC(CC(=O)N1CCN(C(=O)c2ccco2)CC1)c1ccccc1 (stereo not given)
    -16%, -1.2, 0.9, 12%, -9%, 2, 6, -5%, 11
[4] CC(C)N1CC(COc2ccc(Cl)cc2Cl)OC1=O (stereo not given)
    -11%, 0.3, -0.2, -3%, 11%, -3, -2, -4%, 26
[5] COc1ccccc1CNC(=O)COC(=O)c1c(C)nn(-c2ccccc2)c1Cl
    -8%, -0.7, -1.9, 0%, -3%, -4, -2, -6%, -22
[6] COCCCNC(=O)c1cn(C)c(=O)c2c1c1ccccc1n2C
    -9%, -0.1, -0.5, 0%, 1%, 10, 0, 30%, 7
[7] CCOc1ccc(-n2c(-c3ccc(Br)cc3)cc3c2CC(C)(C)CC3=O)cc1
    -8%, -0.2, 0.7, -13%, 30%, -3, 3, 3%, .
[8] Cc1cc(C)c(C#N)c(N2CCC(C(N)=O)CC2)n1
    -10%, -0.7, -0.8, 1%, 17%, -10, -7, 33%[activator], -4
[9] COc1ccc(CCC(=O)Nc2cccc(S(=O)(=O)N(C)C)c2)cc1OC
    -6%, -0.4, 0.5, 15%, -5%[57.1 µM], -6, -1, 2%[57.1 µM], 18
[10] CCC(C)[C@H]1CNC(=S)N1CCC12CC3CC(CC(C3)C1)C2 (stereo not given in full)
    ?, 0.6, 1.3, -3%, 24%, 6, 2, 6%, 16
[11] O=C(c1ccccc1)N1CCCC(C(=O)N2CCCCCC2)C1 (stereo not given)
    -15%, ., -0.7, 4%, 26%, 0, 1, 5%, .
[12] CCOC(=O)C1CCCN(C(=O)c2ccc(OC)c([N+](=O)[O-])c2)C1 (stereo not given)
    2%, -0.1, -0.1, 6%, 14%, 1, -4, 3%, -5
[13] COc1cc(Nc2ccccc2Cl)c([N+](=O)[O-])nc1[N+](=O)[O-]
    2%, 0.9, -0.1, 18%, 0.4µM*, -6, 2, -4%[57.1 µM], -16
[14] Cc1cc(SCC(=O)c2ccccc2)n2ncc(-c3ccccc3)c2n1
    -28%, 0.4, 1.4, -3%, 24%, 5, -10, 0%, -6
[15] CCOc1ccc(NC(=O)CC2C(=O)N(CC)C(=S)N2NC(=O)c2ccncc2)cc1 (stereo not given)
    -7%, -1.8, 0.2, 18%, 5%[57.1 µM], -4, 0, 7%[57.1 µM], 11
[16] O=C(Nc1ccccc1C(=O)OCn1nnc2ccccc2c1=O)c1ccco1
    -26%, 0.0, -0.3, -4%, 19%[57.1 µM], -6, 9, 9%[57.1 µM], -5
[17] COc1cccc(OC)c1C(=O)Nc1ccc2nc(C)c(C)nc2c1
    0%, 0.2, 0.7, 1%, -9%, 0, -4, 2%, -9
[18] CCc1ccc2[nH]c(=O)c(CN(CCN3CCOCC3)C(=O)Nc3ccccc3F)cc2c1
    -22%, -0.5, 1.6, -2%, -9%, 5, -2, -3%, 5
[19] Cc1ccc(N2C(=O)c3ccc(C(=O)N4CCN(c5cccc(C)c5C)CC4)cc3C2=O)cc1
    -24%, -1.2, -0.2, 0%, -2%, 11, 4, -9%, -6
[20] COc1ccc(CNC(=O)c2cc(S(=O)(=O)N3CCCCC3)ccc2Cl)cc1OC
    -9%, ., ., 0%, 21%[57.1 µM], ., -3, 7%[57.1 µM], .
[21] CCOCCCNC(=O)C1CCCN1C(=O)NC1CCCCC1 (stereo not given)
    -18%, -0.5, 0.6, -7%, 8%, -3, 2, 0%, 15
[22] O=c1cnn(Cc2ccc(F)cc2)c2ccccc12
    -22%, 0.9, -0.9, 14%, 20%, 9, 1, 5%, 3
[23] CC(C)c1cc(C(=O)N2CCN(C(c3ccccc3)c3ccccc3)CC2)no1
    -15%, -1.5, -0.4, -1%, ?, 0, -4, -4%, 12
[24] N=c1n(CCN2CCOCC2)c2ccccc2n1CC(=O)c1ccc(Cl)c(Cl)c1
    -22%, -0.1, -0.1, 23%, -2%, 11, 0, -7%, -15
[25] CC(C)CN(C(=O)c1ccc(Br)o1)C1CCS(=O)(=O)C1 (stereo not given)
    -2%, -0.3, 0.0, 0%, -16%, -5, 3, -6%, -11
[26] CCN(C(=O)c1ccc2c(c1)OCO2)C1CCS(=O)(=O)C1 (stereo not given)
    -17%, 1.2, 0.9, 11%, -2%, -1, -1, -1%, 39*
[27] CCN(CCCNC(=O)CCn1c(=O)[nH]c2ccccc2c1=O)c1ccccc1
    -12%, 0.4, -0.3, 1%, 6%, -13, 5, 0%, 2
[28] COc1cc(NC(=O)Cn2c(=O)n(Cc3ccco3)c(=O)c3sc4ccccc4c32)cc(OC)c1
    -11%, 0.5, 0.4, -2%, 4%, 1, -4, -1%, .
[29] CN(Cc1ccccc1)c1ccc(-c2nc(-c3ccco3)no2)cc1[N+](=O)[O-]
    -18%, -1.1, 0.4, -9%, 5%, -4, 0, -1%, .
[30] C[C@H]1CN([C@@H](C)CO)C(=O)c2cc(NC(=O)Nc3cccc4ccccc34)ccc2O[C@@H]1CN(C)Cc1ccc(-c2ccccc2)cc1
    -5%, ., ., 7%, 29%, ., 2, 7%, .
[31] Cc1cc2c(NC(=O)Nc3ccc(C(C)(C)C)cc3)cccc2nn1
    -8%, 0.3, 0.5, 15%, -13%, 8, -2, -23%, -22
[32] O=C(Nc1ccc(NC(=O)c2ccco2)c(Cl)c1)c1ccccc1
    1%, ., 0.2, -1%, 16%, 13, -5, 7%, .
[33] CCSc1nnc(NC(=O)CSc2nnc(Cc3cccn3C)n2-c2ccc(F)cc2)s1
    -10%, -0.2, 0.2, -2%, -25%, -3, -1, -6%, 8
[34] CCc1ccc(CNC(=O)CSc2cc(=O)n(C)c3ccc(Cl)cc23)cc1
    -15%, 0.2, 0.2, -15%, 35%, 3, 5, 0%, .
[35] O=C(COc1ccc([N+](=O)[O-])cc1)Nc1ccc(N2CCN(C(=O)c3ccco3)CC2)cc1
    -24%, ., 1.8, 0%, 11%, -13, -8, 1%, .
[36] NS(=O)(=O)c1ccc(NC(=O)COC(=O)Cc2c[nH]c3ccccc23)cc1
    -5%, ., ., -1%, 21%[57.1 µM], ., -4, -12%, .
[37] CCCNC(=O)C(CC)NS(=O)(=O)c1ccc(OC)cc1 (stereo not given)
    -7%, -0.4, -0.6, -3%, -13%, -1, -2, -10%, 1
[38] C/C(=N/NC(=O)CNC(=O)c1ccncc1)c1ccco1
    -15%, 1.3, 0.6, 1%, 15%[57.1 µM], 0, 2, -10%, 4
[39] CC(C)COC(=O)N1CC(O)CC1C(=O)O (stereo not given)
    -8%, 0.2, 0.1, 3%, -18%, 4, -1, -13%, 4
[40] CN1CCCC1CCNC1C2CC3CC(C2)CC1C3 (stereo not given)
    -5%, 0.2, 0.5, 8%, 14%, 6, 1, 7%, 1
[41] CSc1ccccc1NC(=O)CN(Cc1ccccc1)S(C)(=O)=O
    -11%, 0.0, -0.5, 5%, 7%, -5, 5, -1%, 2
[42] CC(C)(C)NC(=O)N1c2ccccc2Sc2ccccc21
    -12%, -3.2, -0.9, -5%, -13%, 3, -2, -10%, 10
[43] O=C(c1ccccc1)N1CCCCC(S(=O)(=O)c2ccc3ccccc3c2)C1=O (stereo not given)
    -18%, 0.3, 0.0, 1%, 9%, 12, 7, 0%, -12
[44] CN(c1ccc(C(=O)N2CCCCC2)cc1)S(C)(=O)=O
    -4%, 0.5, 0.9, 0%, -5%, -6, -2, 3%, 5
[45] Cc1cc(NC(=O)c2c([N+](=O)[O-])cnn2C)no1
    0%, -0.5, 0.2, 1%, 7%, 5, -1, 0%, 3
[46] COCCn1c(=S)[nH]c2cc(C(=O)NCC3CCCO3)ccc2c1=O (stereo not given)
    -9%, ., 0.3, 12%, 10%, 2, -2, 8%, .
[47] O=C(c1ccco1)N1CCN(C(=S)Nc2ccccc2Cl)CC1
    -13%, 0.1, -0.5, 3%, -15%, -1, 3, -9%, 2
[48] Cc1nnsc1-c1nnc(SCC(=O)c2ccc(F)cc2)n1C1CC1
    -2%, ., -0.2, 6%, -4%[57.1 µM], 1, 1, 5%[57.1 µM], .

# Quoted from the listing, eight compounds:
# Second line of a record – USP1-UAF1 inh, D2 ag, TRHR ag, mIDH1 inhibitor, rTrxR1 inhibitor, TRHR enhancer, PI4K2A inh, TrxR1 substrate, D2 antag
[41] CSc1ccccc1NC(=O)CN(Cc1ccccc1)S(C)(=O)=O
    -11%, 0.0, -0.5, 5%, 7%, -5, 5, -1%, 2
[42] CC(C)(C)NC(=O)N1c2ccccc2Sc2ccccc21
    -12%, -3.2, -0.9, -5%, -13%, 3, -2, -10%, 10
[43] O=C(c1ccccc1)N1CCCCC(S(=O)(=O)c2ccc3ccccc3c2)C1=O (stereo not given)
    -18%, 0.3, 0.0, 1%, 9%, 12, 7, 0%, -12
[44] CN(c1ccc(C(=O)N2CCCCC2)cc1)S(C)(=O)=O
    -4%, 0.5, 0.9, 0%, -5%, -6, -2, 3%, 5
[45] Cc1cc(NC(=O)c2c([N+](=O)[O-])cnn2C)no1
    0%, -0.5, 0.2, 1%, 7%, 5, -1, 0%, 3
[46] COCCn1c(=S)[nH]c2cc(C(=O)NCC3CCCO3)ccc2c1=O (stereo not given)
    -9%, ., 0.3, 12%, 10%, 2, -2, 8%, .
[47] O=C(c1ccco1)N1CCN(C(=S)Nc2ccccc2Cl)CC1
    -13%, 0.1, -0.5, 3%, -15%, -1, 3, -9%, 2
[48] Cc1nnsc1-c1nnc(SCC(=O)c2ccc(F)cc2)n1C1CC1
    -2%, ., -0.2, 6%, -4%[57.1 µM], 1, 1, 5%[57.1 µM], .
